Compound activity from PubChem BioAssay.
D2 potentiator = HTS Assay for Positive Allosteric Modulators of the Human D2 Dopamine Receptor: Primary Screen for Potentiators | HEK293 T-REx D2, calcium flux, EC20 dopamine potentiation | D(2) dopamine receptor (Homo sapiens), P14416 | potentiation, % at 10 µM | AID 485347, 2010 | 340,000 tested, 0.34% active;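 active = potentiation over 3 SD above the plate norm, cut at about 30% in these data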; also: 0% is about no effect
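Using a no-wash calcium dye in inducible, force-coupled HEK293 Trex cells expressing D2, we tracked fluorescence each second for 180 s after compound, then for 180 s after EC20 dopamine to detect augmented signalling.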
D2 antagonist = HTS Assay for Allosteric Antagonists of the Human D2 Dopamine Receptor: Primary Screen for Antagonists. D(2) dopamine receptor (Homo sapiens), P14416. HEK293 TREx D2 cells, calcium flux, dopamine EC80. inhibition, % at 10 µM. 340,000 tested, 2% active. AID 485344, 2010; in the data active = inhibition above about 30%; also: 0% is about no effect
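Dopamine at EC80 is the agonist stimulus; test compounds precede it by 180 s. Calcium flux read kinetically in a force-coupled, inducible HEK293 T-REx D2 cell line.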
D1 antag = Antagonist of Human D 1 Dopamine Receptor: qHTS; D(1A) dopamine receptor (Homo sapiens), P21728; HEK293 TREx D1 cells, calcium flux, dopamine EC80; active compounds read low; activity change, negative = inhibition, % at 10 µM; 360,000 tested, 3.2% active; in the data active = activity change below about -30%; also: % is scaled to controls: 0 for no effect and ±100 for the full control effect
Target sequence (P21728 whole entry, looked up): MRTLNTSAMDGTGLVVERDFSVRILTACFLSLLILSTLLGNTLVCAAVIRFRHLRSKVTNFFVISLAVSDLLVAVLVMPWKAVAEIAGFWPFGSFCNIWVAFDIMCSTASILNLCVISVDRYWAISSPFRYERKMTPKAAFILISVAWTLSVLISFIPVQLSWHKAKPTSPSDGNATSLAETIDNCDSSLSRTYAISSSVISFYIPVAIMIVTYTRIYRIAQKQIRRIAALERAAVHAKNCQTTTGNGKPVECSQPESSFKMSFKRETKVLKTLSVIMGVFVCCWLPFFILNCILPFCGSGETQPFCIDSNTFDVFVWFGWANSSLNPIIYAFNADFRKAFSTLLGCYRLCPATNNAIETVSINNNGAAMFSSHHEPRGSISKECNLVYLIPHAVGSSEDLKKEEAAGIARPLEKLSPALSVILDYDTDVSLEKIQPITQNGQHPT
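Calcium flux readout: force-coupled, inducible Hek293 Trex D1 line, cells induced overnight at 30 C with tetracycline, dye-loaded 30–90 min at RT. Antagonism scored against EC80 dopamine challenge given 180 s after compound.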
TRHR enhancer = qHTS for Small Molecule Agonists and Allosteric Enhancers of Human TRH Receptor: Primary Screen for Enhancers; Thyrotropin-releasing hormone receptor (Homo sapiens), P34981; TRHR cells, fluo-8 calcium fluorescence, EC20 TRH enhancement; enhancement, % at 2 µM; 360,000 tested, 0.66% active; AID 493056, 2011; in the data active = enhancement above about 30%; also: 0% is about no effect
Target sequence (P34981 whole entry, looked up): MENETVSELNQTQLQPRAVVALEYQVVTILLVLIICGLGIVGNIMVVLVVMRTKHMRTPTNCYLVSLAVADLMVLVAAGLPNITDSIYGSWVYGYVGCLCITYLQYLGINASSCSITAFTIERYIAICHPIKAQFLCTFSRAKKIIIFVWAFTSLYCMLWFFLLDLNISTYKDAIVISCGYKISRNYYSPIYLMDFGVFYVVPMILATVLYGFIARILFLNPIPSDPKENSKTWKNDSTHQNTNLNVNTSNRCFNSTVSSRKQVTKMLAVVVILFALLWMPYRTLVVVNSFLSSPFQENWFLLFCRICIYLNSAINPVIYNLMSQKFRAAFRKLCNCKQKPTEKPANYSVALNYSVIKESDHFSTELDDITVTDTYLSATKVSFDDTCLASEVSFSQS
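TRHR-expressing cells loaded with fluo-8 calcium dye were read kinetically (ex 480/em 530) during compound addition, then stimulated with an EC20 of TRH (10 nM final). Enhancement of the Gq-mediated intracellular calcium response was scored.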
RXFP1 ag = qHTS Assay for Agonists of the Relaxin Receptor RXFP1; Relaxin receptor 1 (Homo sapiens), Q9HBX9; HEK293T-RXFP1 cAMP TR-FRET, 30 min; response scale: percent of porcine relaxin response, buffer zero; Potency, µM (top dose mostly 57.5 µM), for inactives: at the top dose activation, usual class: activators; 370,000 tested, 0.3% active; AID 2676, 2010; active = well fitted activation curve with a large enough effect; also: potency is read from the fitted curve at half-maximal effect; % is scaled to controls: 0 for no effect and ±100 for the full control effect; nearly all actives have a fitted effect of over 60% in size; many of its hits are not listed in these tables
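HEK293 cells stably expressing RXFP1, treated 30 min at 37C with compounds plus PDE4 inhibitor Ro 20174; cAMP measured by HTRF TR-FRET. Normalized to buffer and 29 nM porcine relaxin; EC50 by Hill fit.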
D1 PAM = Potentiators of Human D1 Dopamine Receptor: qHTS | D(1A) dopamine receptor (Homo sapiens), P21728 | HEK293 TREx D1 cells, calcium flux, dopamine EC20 potentiation | potentiation, % at 10 µM | 360,000 tested, 0.036% active | AID 504651, 2011; in the data active = potentiation above about 30%; also: 0% is about no effect
D2 ag = HTS Assay for Allosteric Agonists of the Human D2 Dopamine Receptor: Primary Screen for Agonists; HEK293 T-REx D2 cells, calcium flux agonist mode; activation, % at 2 µM; 340,000 tested, 0.53% active;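 active = activation over 3 SD above normal in the single-dose calcium agonist read, cut at about 30% in these data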; also: 0% is about no effect
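Agonism is scored from calcium flux in a force-coupled, inducible HEK293 cell line expressing D2, read kinetically for 180 s after compound addition against dopamine controls.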
RXFP1 antag = qHTS Assay for Antagonists of the Relaxin Receptor RXFP1. activity change, negative = inhibition, % at 57.5 µM. HEK293-RXFP1, relaxin-stimulated cAMP HTRF, 30 min; active compounds read low. 350,000 tested, 0.59% active. Relaxin receptor 1 (Homo sapiens), Q9HBX9. AID 1259400, 2018;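 active = activity change of -60% or lower, but not beyond a set lower limit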; also: % is scaled to controls: 0 for no effect and ±100 for the full control effect
D1 agonist = Allosteric Agonists of the Human D1 Dopamine Receptor: qHTS; HEK293 T-REx D1 cells, calcium flux, agonist mode; activation, % at 2 µM; 360,000 tested, 1% active; in the data active = activation above about 30%; also: 0% is about no effect
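Tetracycline-induced HEK293 TREx D1 cells, force-coupled to calcium signalling, were dye-loaded with a no-wash calcium kit. Compound was pin-added after a 10 s baseline. Fluorescence was read kinetically at 1 cycle/s for 180 s, with calcium rises flagged as agonism.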
* = called active by the depositor; . = no result given.

SMILES	D2 potentiator	D2 antagonist	D1 antag	TRHR enhancer	RXFP1 ag	D1 PAM	D2 ag	RXFP1 antag	D1 agonist
COc1ccc(OCC(=O)NNC(=O)c2c(-c3ccccc3Cl)noc2C)cc1	-2.4	6.2	2.5	5.6	2.2%	-4.2	-1.0	-17.7	1.5
O=C(Nc1nc(-c2cccc3ccccc23)cs1)c1cnccn1	-3.5	-6.7	-1.4	3.4	-1.4%	2.2	-0.2	-16.5	0.7
CC1(C)C2([N+](=O)[O-])CN3CC1([N+](=O)[O-])CN(C2)C3c1ccc(O)c(O)c1 (configuration not stated)	5.3	9.8	-4.5	2.8	6.8%	0.0	1.3	-11.6	1.5
CC(C)=NOC(=O)c1c(C)noc1-c1snnc1C	6.3	7.7	-1.6	-8.7	0.0%	1.9	0.0	-7.0	0.6
O=C(CCC1CCCC1)NCc1ccccn1	9.0	25.0	7.3	2.0	0.4%	-1.4	1.4	4.7	1.8
O=C1CSC(c2cccc([N+](=O)[O-])c2)N1Cc1ccccc1 (configuration not stated)	-9.8	30.3*	-6.7	-11.9	-0.6%	-10.1	-0.6	0.1	0.2
COc1ccc(-c2csc(N3CCC(c4ccccc4)CC3)n2)cc1	10.0	-21.3	-2.4	8.5	2.8%	-5.1	-0.1	0.9	0.4
O=C(CSc1nc2ccccc2[nH]1)Nc1ccc(F)cc1	-4.3	-11.1	-6.4	-2.9	0.2%	.	-0.4	.	2.1
COc1cc(C(C)=O)ccc1OC(=O)CN1C(=O)c2ccccc2C1=O	-0.2	5.3	-17.0	19.3	-1.3%	-7.9	-0.3	33.6	9.8
Cc1cccc(C)c1NC(=O)C1CCCN1C(=O)OC(C)(C)C (configuration not stated)	-0.9	12.8	-1.2	-5.0	-0.6%	-3.6	0.4	-13.3	3.5
S=C(NNc1ccnc2cc(Cl)ccc12)Nc1ccccc1Cl	-9.7	5.9	-22.5	-14.7	0.9%	-5.0	-1.2	-18.5	12.8
COc1cc([N+](=O)[O-])ccc1NC(=O)N1CCN(c2cc(-c3noc(C)n3)ccc2C)CC1	-7.2	.	2.0	15.1	2.0%	-2.1	0.8	.	0.9
Cc1noc(C)c1COC(=O)CCCc1nc2ccccc2s1	-9.5	-22.7	-0.7	2.7	-0.6%	-1.4	0.3	0.8	1.9
COc1cccc(C(=O)Nc2ccc3c(c2)C(=O)N(CC2CCCO2)C3=O)c1 (configuration not stated)	12.6	-16.8	-23.5	4.3	-0.8%	-2.5	-2.7	-37.7	5.7
Cc1cc(OC(C)C(=O)N2CCC(c3nc4ccccc4o3)CC2)ccc1Cl (configuration not stated)	8.0	.	2.4	-3.9	-0.9%	-0.4	0.8	-61.6*	0.9
CCCCn1c(-c2csc3c2CCC(C)C3)n[nH]c1=S (configuration not stated)	-9.5	-6.3	8.2	-6.9	-1.0%	-0.6	-2.1	-8.3	4.1
Cc1nc2ccccc2c(=O)n1NC(=O)c1ccccc1[N+](=O)[O-]	10.3	-10.2	-7.2	3.1	0.9%	1.4	0.1	-21.4	3.8
COC(=O)CN1C(=O)C2(C(C#N)=C(N)Oc3cc(C)oc(=O)c32)c2ccccc21 (configuration not stated)	19.4	-8.5	-4.1	3.4	0.2%	-2.6	-2.0	5.3	8.4
COc1c(C(=O)N2CCCC2)ccc2ccccc12	0.3	4.4	-8.7	-2.2	1.2%	-6.5	-0.5	2.7	1.4
COc1ccc(/C=C/C(=O)OCC(=O)Nc2ccc3[nH]c(=O)[nH]c3c2)cc1OC	15.9	-6.2	-32.0*	0.3	-0.5%	-11.4	0.0	-2.5	2.5
Cc1ccc(C)c(C(=O)Nc2ccncc2)c1	-6.1	-1.8	8.2	0.5	-4.6%	-2.1	0.1	-3.8	0.8
COc1ccc(C2/C=C\CN(C(=O)c3ccc(C)cc3)CC(=O)N2Cc2ccc(F)cc2)cc1 (configuration not stated)	1.2	9.5	31.4	-7.5	2.5%	-3.1	0.1	.	3.3
CC(=O)N1CCCc2cc(S(=O)(=O)N3CCC(C)CC3)ccc21	1.3	-13.2	-17.5	6.5	3.3%	-1.8	-0.1	.	4.0
O=C(COc1ccccc1Cl)N1CCN(c2ncccn2)CC1	13.5	-2.2	4.2	6.2	0.1%	-0.6	-2.4	-18.2	5.8
O=C(Nc1ccccc1)OCC(CN1CCCCC1)OC(=O)Nc1ccccc1 (configuration not stated)	-9.5	4.0	22.2	1.0	-0.9%	-5.8	-0.8	6.5	4.8
Going on with the list:
SMILES	D2 potentiator	D2 antagonist	D1 antag	TRHR enhancer	RXFP1 ag	D1 PAM	D2 ag	RXFP1 antag	D1 agonist
Cc1ccc(/C=N/Nc2ccc3c(C(F)(F)F)cc(C(F)(F)F)nc3n2)cc1	.	.	10.9	8.0	0.9%	-5.5	.	5.1	1.0
CN(C(=O)CO/N=C/c1ccc(Cl)cc1)c1ccccc1	0.4	.	5.8	-4.6	1.2%	-4.8	.	-2.9	-0.2
O=C(O)c1ccc(-c2nc3ccccc3s2)o1	16.2	-6.1	-26.4	7.8	7.7%	-11.9	-0.4	-4.5	3.1
COC(=O)CCCNC(=O)c1ccc2[nH]c(C)c(C)c2c1	-2.9	1.6	5.4	-7.4	-0.8%	-2.4	0.1	-7.2	0.2
CCN1CCN(C(=O)CN(c2ccc(F)c(Cl)c2)S(C)(=O)=O)CC1	-4.1	-9.5	-4.3	0.3	-0.6%	1.6	0.7	-11.6	1.0
O=C(NCc1ccccc1)C1CCN(S(=O)(=O)c2ccc(N3CCCC3=O)cc2)CC1	-2.0	-14.5	-25.6	-1.0	1.4%	2.2	-2.0	10.9	3.5
Cc1cc(C(=O)CSc2nncs2)c(C)n1-c1c(C)n(C)n(-c2ccccc2)c1=O	-8.2	-6.3	-0.2	7.3	0.1%	-0.1	0.3	-9.7	1.4
CC(C)(C)n1nc2c(c1NC(=O)c1ccccc1S(=O)(=O)C(F)F)CS(=O)(=O)C2	10.6	14.6	13.7	-6.2	0.4%	-7.7	0.1	-1.7	1.2
COCCCNC(=O)CC1C(=O)N(Cc2ccccc2)C(C)c2nc3ccccc3n21 (configuration not stated)	1.5	-8.0	-4.6	3.9	0.1%	-1.3	-0.1	2.3	6.8
O=c1cc[nH]c2ccc(Cl)cc12	.	.	1.7	-1.6	0.3%	-1.5	.	.	-0.9
CCOC(=O)Cn1c(=O)n(C2CCCCC2)c2nc(-c3cccc(C)c3)nc(C(N)=O)c21	0.7	.	-85.7*	20.1	-0.2%	-1.0	1.0	-7.4	1.8
Cc1ccc(C(=O)CCC(=O)N2CCN(c3ccc(F)cc3)CC2)cc1	-3.7	15.8	-18.5	-3.6	3.8%	-11.2	0.6	-30.0	2.1
O=C(NCc1cccnc1)C12CC3CC(CC(C3)C1)C2	-1.0	5.4	-15.5	-5.3	0.2%	-0.1	0.5	6.9	1.1
CCOC(=O)c1ccccc1NC(=O)N1CCN(Cc2cc(=O)n3nc(-c4ccccc4)sc3n2)CC1	6.0	.	-9.8	-4.4	4.8%	-1.8	.	.	2.5
CCc1cc(=O)oc2c(C)c(OCC(=O)N3CCC(C(=O)O)CC3)ccc12	8.3	4.9	-2.2	3.7	-0.4%	-0.7	-0.5	.	0.7
Cc1cc(=O)n(CC(=O)N2CCCc3ccccc32)c2c1c(C)nn2-c1cccc(F)c1	7.1	.	19.0	2.5	-0.7%	-1.7	.	-6.7	4.6
CC(C)C(=O)NNc1ccccc1	-8.7	3.5	-4.6	11.7	0.5%	-3.0	0.2	1.9	-0.1
CCOCc1c(C(=O)OCC(=O)Nc2ccccc2C(N)=O)oc2ccccc12	13.9	.	-12.7	0.1	1.3%	-9.0	.	15.3	2.4
O=C(COc1ccccc1F)NC1CCN(Cc2ccccc2)CC1	-15.2	48.4*	2.9	5.9	1.3%	-5.3	0.0	-8.1	2.3
CCOC(=O)C1CN(S(=O)(=O)c2ccc(OC)cc2)c2ccccc2O1 (configuration not stated)	5.2	14.1	-1.7	1.6	-2.9%	-1.4	0.1	-1.6	5.2
O=C(Nc1ccc2nc(SCC(=O)N3CCCc4ccccc43)sc2c1)c1ccccc1	5.5	.	-8.6	1.4	-3.1%	-1.1	4.4	-5.2	6.7
OCC(O)C1OC(Nc2ccc(Cl)cc2)C(O)C1O (configuration not stated)	0.5	0.2	7.2	-1.6	0.0%	2.6	1.1	3.1	0.7
CC(=O)NCC(=O)NC(C(=O)Nc1ccc2c(c1)OCCO2)c1ccc(C)cc1 (configuration not stated)	.	.	8.0	18.4	0.2%	2.2	.	9.3	1.5
CCCCc1ccc(NC(=O)CSc2nc(=O)n(CCN(C)C)c3c2CCC3)cc1	-5.5	-1.7	-4.4	7.6	-0.2%	-6.3	-0.3	-85.3*	1.8
O=C(Nc1ccc2c(c1)OCCO2)c1cccc(Cl)c1Cl	9.2	5.2	3.1	-4.1	7.2%	-2.7	-0.7	-2.4	3.2
O=C(COC(=O)c1cnccn1)NCc1ccc2c(c1)OCO2	-6.2	15.5	1.8	-0.1	1.2%	-0.3	0.0	-7.6	3.4
Cc1oc(S(=O)(=O)N(C)C)cc1C(=O)Nc1ccc(Cl)cc1	-15.2	-6.6	-26.3	6.9	3.6%	-4.8	-1.3	-0.7	3.5

6 entries already listed, arranged by formula weight, highest first.
SMILES	D2 potentiator	D2 antagonist	D1 antag	TRHR enhancer	RXFP1 ag	D1 PAM	D2 ag	RXFP1 antag	D1 agonist
O=C(NCc1ccccc1)C1CCN(S(=O)(=O)c2ccc(N3CCCC3=O)cc2)CC1	-2.0	-14.5	-25.6	-1.0	1.4%	2.2	-2.0	10.9	3.5
Cc1cc(=O)n(CC(=O)N2CCCc3ccccc32)c2c1c(C)nn2-c1cccc(F)c1	7.1	.	19.0	2.5	-0.7%	-1.7	.	-6.7	4.6
Cc1ccc(/C=N/Nc2ccc3c(C(F)(F)F)cc(C(F)(F)F)nc3n2)cc1	.	.	10.9	8.0	0.9%	-5.5	.	5.1	1.0
O=C(Nc1ccc2c(c1)OCCO2)c1cccc(Cl)c1Cl	9.2	5.2	3.1	-4.1	7.2%	-2.7	-0.7	-2.4	3.2
CN(C(=O)CO/N=C/c1ccc(Cl)cc1)c1ccccc1	0.4	.	5.8	-4.6	1.2%	-4.8	.	-2.9	-0.2
O=C(O)c1ccc(-c2nc3ccccc3s2)o1	16.2	-6.1	-26.4	7.8	7.7%	-11.9	-0.4	-4.5	3.1

Only part of the results is shown (hit frequency here may not be typical).
